# Screening results (PubChem)
# PvdQ acylase – P. aeruginosa PvdQ acylase inhibitors, primary screen, biochemical, fluorescence, plate reader and imaging, single point | inhibition, % at 10 µM | purified PvdQ acylase | actives 0.063% (n = 340,000) | PvdQ acylase [Pseudomonas aeruginosa LESB58] | AID 488965, 2010; in the data active means inhibition above about 30%, passing the limit was not always enough;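 further: 0% = vehicle neutral wells and 100% = reference inhibitor wells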
# Wnt bcat act – Wnt/beta-catenin pathway activators, primary screen, cell-based, plate reader, single point. activation, % at 9.35 µM. actives 1.2% (n = 300,000). Wnt/beta-catenin reporter cell assay, activator. AID 743398, 2014; in the data active means activation above about 30%, passing the limit was not always enough;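 further: 0% = neutral control wells and 100% = positive control wells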
# HTR5A inv ctr – HTR5A inverse agonists in luminescence cell assay, primary screen, counter-screen for OPRM1-OPRD1 heterodimer inverse agonist project, full-deck HTS. AID 504634, 2011. HTR5A cell line, inverse agonism. actives 0.083% (n = 340,000). inhibition, % at 9.3 µM; in the data active means inhibition mostly above about 23%, no sharp cut-off; inactive means mostly below about 18%;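 further: 0% = cells with DMSO and 100% = no-cell wells with DMSO; some compounds called inactive have numbers as strong as hits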
# NSD2 inh – NSD2 histone methyltransferase inhibitors, primary screen, biochemical, AlphaScreen, single concentration, set 2 | actives 0.54% (n = 310,000) | inhibition, % at 12.5 µM | NSD2 peptide methylation, 120 min; in the data active means inhibition above about 50%
# Target sequence (O96028 whole entry, looked up): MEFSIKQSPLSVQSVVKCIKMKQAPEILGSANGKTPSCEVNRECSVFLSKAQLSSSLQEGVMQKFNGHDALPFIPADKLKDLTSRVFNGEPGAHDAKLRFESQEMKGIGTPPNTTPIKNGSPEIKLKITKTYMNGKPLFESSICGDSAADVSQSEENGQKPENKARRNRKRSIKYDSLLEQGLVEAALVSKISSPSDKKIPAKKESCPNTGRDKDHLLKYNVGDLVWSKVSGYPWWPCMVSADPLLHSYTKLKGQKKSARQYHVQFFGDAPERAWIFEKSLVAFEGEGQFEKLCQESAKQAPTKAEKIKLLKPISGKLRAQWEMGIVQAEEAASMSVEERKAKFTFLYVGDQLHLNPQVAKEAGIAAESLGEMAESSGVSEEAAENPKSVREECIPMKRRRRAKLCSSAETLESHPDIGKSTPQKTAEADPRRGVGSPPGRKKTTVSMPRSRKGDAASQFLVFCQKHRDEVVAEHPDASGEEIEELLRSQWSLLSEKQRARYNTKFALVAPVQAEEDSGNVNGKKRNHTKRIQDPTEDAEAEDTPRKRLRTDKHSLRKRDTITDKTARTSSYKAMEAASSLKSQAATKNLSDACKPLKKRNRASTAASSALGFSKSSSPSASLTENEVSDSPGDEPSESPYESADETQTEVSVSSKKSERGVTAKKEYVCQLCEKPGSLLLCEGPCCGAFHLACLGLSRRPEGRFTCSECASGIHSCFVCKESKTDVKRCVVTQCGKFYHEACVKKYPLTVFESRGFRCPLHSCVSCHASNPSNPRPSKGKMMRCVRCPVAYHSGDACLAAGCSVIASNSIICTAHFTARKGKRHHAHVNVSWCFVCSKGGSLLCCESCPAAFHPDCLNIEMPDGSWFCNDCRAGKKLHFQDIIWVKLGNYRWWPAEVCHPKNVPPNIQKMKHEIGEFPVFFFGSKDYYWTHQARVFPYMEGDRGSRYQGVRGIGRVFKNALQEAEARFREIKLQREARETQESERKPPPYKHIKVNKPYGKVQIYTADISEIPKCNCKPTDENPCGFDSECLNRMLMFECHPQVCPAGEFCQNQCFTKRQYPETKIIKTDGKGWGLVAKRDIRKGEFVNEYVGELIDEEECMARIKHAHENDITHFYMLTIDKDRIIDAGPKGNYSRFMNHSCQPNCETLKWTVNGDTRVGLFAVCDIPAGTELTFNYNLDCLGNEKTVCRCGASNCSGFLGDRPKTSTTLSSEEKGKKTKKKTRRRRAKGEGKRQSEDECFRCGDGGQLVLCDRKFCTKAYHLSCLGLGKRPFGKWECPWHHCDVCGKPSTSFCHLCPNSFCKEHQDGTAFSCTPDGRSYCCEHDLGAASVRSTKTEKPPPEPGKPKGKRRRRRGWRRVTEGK
# CDK5 inh – inhibitors of human CDK5/p35 kinase, primary screen, biochemical, single concentration; AID 488839, 2010; actives 0.01% (n = 330,000); Recombinant CDK5/p35, ADP-Glo luminescence, 60 min; inhibition, % at 10 µM; Cyclin-dependent kinase 5 (Homo sapiens) + Cyclin-dependent kinase 5 activator 1 (Homo …;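 active means highest replicate inhibition of at least 50% and at least 75% of replicates reaching 50%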;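 further: plate controls were DMSO neutral control for no effect and GW8510 at 10 µM for full effect; many of its hits are not listed in these tables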
# MITF act – activators of MITF-driven TRPM1 promoter reporter, primary screen, cell-based, SK-MEL-5, luciferase, single point; SK-MEL-5 TRPM1-promoter luciferase, 24 h; % of positive control, neutral wells = 0; activation, % at 12.5 µM; actives 0.75% (n = 300,000); AID 588334, 2011;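 active means mean activation of at least 80% with every replicate also reaching 80%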;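 further: 0% = neutral control wells and 100% = parthenolide positive control wells; values of inactives mirror those of a sister screen read the other way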
# SR-BI DiI inh – inhibitors of SR-BI mediated HDL lipid uptake, primary screen, ldlA[mSR-BI] cells, fluorescence, single point; ldlA[mSR-BI] CHO cells, DiI-HDL uptake fluorescence, 3 h; Scavenger receptor class B member 1 (Mus musculus), Q61009; actives 0.96% (n = 320,000); inhibition, % at 12.5 µM;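 active means mean replicate inhibition of at least 70% and a set share of replicates each scoring 70 or more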;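 further: 0% = median of neutral control wells and 100% = median of positive control wells; values of inactives mirror those of a sister screen read the other way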
# HTR5A ag – HTR5A agonists in luminescence cell assay, primary screen, counter-screen for OPRM1-OPRD1 heterodimer agonist project, full-deck HTS | activation, % at 9.3 µM | actives 0.61% (n = 340,000) | cell-based; in the data active means activation mostly above about 9.5%, no sharp cut-off; inactive means mostly below about 7.6%;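 further: 0% = cells with vehicle only and 100% = reference agonist; strong numbers were not always called active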
# dFosB activator – activators of delta FosB homodimer, primary screen, biochemical, fluorescence polarization, TAMRA-CDK5 oligo, single point; Protein FosB (Mus musculus), P13346; purified delta FosB; percent of positive-control signal above neutral wells; activation, % at 25 µM; actives 0.99% (n = 340,000); AID 493131, 2011;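 active means mean activation above about 17%, with every replicate also reaching it, limit read from the data, passing the limit was not always enough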;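 further: fluorescence polarization rise as delta FosB binds a TAMRA Cdk5 AP-1 oligo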
# V-ATPase pHluor – regulators of yeast V-ATPase proton pumping, primary screen, pHLuorin cytosolic pH fluorescence; S. cerevisiae; response, % at 10 µM; actives 0.37% (n = 350,000); in the data active means response mostly above about 7.3%, no sharp cut-off; inactive means mostly below about 5.4%; further: actives read high; inactives centre near 0; some compounds called inactive have numbers as strong as hits; reference of the scale not given here
# * = called active by the depositor; x = no result given.
SMILES,PvdQ acylase,Wnt bcat act,HTR5A inv ctr,NSD2 inh,CDK5 inh,MITF act,SR-BI DiI inh,HTR5A ag,dFosB activator,V-ATPase pHluor
O=C(NN=C1c2ccccc2-c2ccccc21)c1ccccn1,0,-2,-15,-3,-0.6,6,44,3,-1,-1
Cn1c(=O)[nH]c(=O)c2c1nc(OC(=O)c1ccccc1)n2CC(O)COc1ccccc1 (stereo not drawn),-19,0,1,-4,-0.7,-9,-4,0,0,3
COc1ccc(NC(=O)CN(C)S(=O)(=O)c2ccc3c(c2)CC(C)N3C(C)=O)c(OC)c1 (stereo not drawn),-7,3,-8,1,-0.8,-1,5,-2,-9,-8
COc1ccc(-c2nn(-c3ccccc3)cc2C2CC(c3cccs3)=NN2C(=O)CCC(=O)O)cc1 (stereo not drawn),-11,0,-2,46,-0.2,5,-22,1,-5,2
CCOC(=O)CSc1nc(N)nc(C)c1Cl,-21,0,4,1,-2.1,7,-13,-2,1,0
CCOc1ccc(-n2c(=S)sc3c(=O)[nH]c(SCC(=O)NC(C)CC)nc32)cc1 (stereo not drawn),-7,1,2,1,-1.0,-8,-31,-1,-3,1
O=C(NN1CCOCC1)c1ccccc1,1,3,4,0,1.4,3,-2,0,-2,-3
O=C(NCc1ccccc1)c1cc(-c2ccncc2)nc2ccccc12,8,-1,1,-3,1.1,7,23,0,-11,-2
COC(=O)Nc1ccc2ccc3c(NC(=O)OC)ccc4ccc1c2c43,-9,-3,1,-1,3.3,-4,68,0,-15,3
COc1ccc(N/C=C/C(=O)c2cc(OC)c(OC)c(OC)c2)cc1,-15,2,-3,x,-0.4,x,72*,1,-13,-4
O=C(CSc1nnnn1C1CCCCC1)Nc1cccc(NC(=O)c2ccco2)c1,-10,60*,-4,-1,0.3,11,47,-3,-10,-6
NC(=O)c1ccc(NC(=O)CCN2C(=O)c3ccccc3C2=O)cc1,1,-3,2,10,-0.6,2,0,-1,8,-2
CCn1c(SCC(=O)c2[nH]c(C)c(C(C)=O)c2C)nnc1-c1cccs1,-10,1,1,-2,-4.4,x,47,3,-8,-4
CC[C@]12c3[nH]c4cc(CCC(=O)N(C)C)ccc4c3CCN1C(=O)[C@@H](CC(=O)NCc1ccc(OC)c(OC)c1)C[C@@H]2C(=O)N1CCN(C(=O)C2CC2)CC1,-18,-1,-1,x,-5.4,3,-7,0,-11,-2
O=C(c1ccc(CSc2ccc(Cl)cc2)cc1)N1CCCC1,-9,-6,0,-1,2.4,49,5,3,-9,-3
O=C(O)/C=C\C(=O)Nc1ccccc1C(=O)NCc1ccccc1,3,x,3,22,-0.6,-4,-44,-5,-1,2
CCOC(=O)C1CCN(C(=O)COC(=O)CNC(=O)c2ccc(C(C)(C)C)cc2)CC1,-15,-5,-4,0,-2.9,0,-8,1,-8,0
O=c1[nH]c(=O)n(Cc2ccccc2)c2c1CCC2,-26,-1,0,1,-19,0,-16,0,3,3
COC(=O)c1ccc(OCC(O)CN(CCO)CCO)cc1 (stereo not drawn),-11,0,9,1,-1.0,x,10,3,2,7
CCN(CC)C(=O)Cn1c(=O)n(-c2ccccc2)c(=O)c2c3c(sc21)CCC3,-11,-6,8,-3,0.1,x,8,-3,-4,0
NC(=O)COc1ccc(/C=C2\C(=O)ON=C2c2ccccc2)cc1,-6,6,0,11,1.2,-4,-17,0,1,0
Cc1nn(C)cc1CNC(=O)Nc1ccc(Cl)cc1,-5,x,9,-1,2.4,25,-9,4,-7,0
O=C(CSC1=NS(=O)(=O)c2cc(F)ccc2N1)NCc1ccccc1,8,2,6,0,0.6,2,-9,3,-6,9
O=C(Cn1cnc2ccccc2c1=O)OCC(=O)c1ccc2c(c1)OCCO2,-10,0,-30,-1,-0.7,3,-2,3,-8,0
CCc1ccc(N(C(=O)C(F)(F)F)C(C(=O)NC2CCCCC2)c2ccncc2)cc1 (stereo not drawn),-2,x,-1,x,-0.4,4,-5,0,2,-1
CC(C)(C)NC(=O)c1ccc(Cn2cc(C(F)(F)F)ccc2=O)cc1,-1,-1,-5,1,3.7,0,-15,1,-6,3
COC(=O)c1c(NC(=O)C2C3CCC(O3)C2C(=O)O)sc2c1CCCCCC2 (stereo not drawn),-5,-11,16,-3,-0.1,-7,19,-3,-8,-1
Cc1c(C=O)c2ccccc2n1CCOc1ccccc1,5,5,-2,0,-0.9,x,25,3,-5,10
COC(=O)CNC(=O)c1cccc(-c2ccc(OC)cc2)c1,-10,-1,-15,-3,-2.0,5,-6,5,-6,-5
O=C(Cc1cccs1)Nc1cccc([N+](=O)[O-])c1,-4,11,9,3,0.1,-4,-8,0,-5,0
CCc1ccccc1NC(=O)Nc1cccn(Cc2ccccc2F)c1=O,-6,-1,-4,35,-4.1,-12,57,3,-1,1
OC1CCCN(CC(O)COC(c2ccc(F)cc2)c2ccc(F)cc2)C1 (stereo not drawn),-9,-2,-11,-5,0.3,-12,-4,3,-1,1
c1ccc(C2=NN(c3ccccc3)C(c3ccco3)C2)cc1 (stereo not drawn),1,-8,0,-2,0.4,12,27,0,-1,-2
CCOc1ccccc1NC(=O)CN1C(=O)COc2ccc(S(=O)(=O)N3CCOCC3)cc21,11,-1,7,-2,-1.0,-5,0,6,-5,-6
CCOC(=O)c1c(-c2ccccc2Cl)csc1NC(=O)CSc1nc(C)cc(=O)[nH]1,6,2,-33,3,2.0,0,13,10,-16,0
Cc1cc(C)cc(-n2ncc3c2CCCC3NC(=O)CCCn2cncn2)c1 (stereo not drawn),-12,2,5,0,-0.3,0,19,1,-8,0
O=C(COc1ncnc2sccc12)Nc1ccc2c(c1)OCCO2,-16,23,-18,-3,x,5,4,1,-6,0
NC1=NC(=Nc2cccc(S(=O)(=O)N3CCOCC3)c2)c2ccccc21,-11,1,10,-5,1.5,-14,4,-4,-3,2
CC(=O)Nc1ccc(N/C=C2/CCCC2=O)cc1,-13,2,-4,1,-6.5,x,12,2,9,3
COc1cc(-c2ccc3oc(-c4ccsc4)cc(=O)c3c2)cc(OC)c1OC,-7,0,-5,x,0.0,-26,73*,13,44*,2
Cc1cc(C(=O)Nc2cccc(S(=O)(=O)N3CCCC3)c2)c2ccccc2n1,5,5,7,-2,1.3,x,38,-3,-17,-2
COc1ccc(CN2CCCC(C(=O)N(C)Cc3ccccc3)C2)cc1OC (stereo not drawn),-2,-2,-31,0,-0.2,9,5,1,4,-3
COc1cc(C2CC(=O)Oc3cc(O)ccc32)cc(OC)c1OC (stereo not drawn),0,0,-4,x,0.7,2,-9,1,0,1
Cc1nnc(SCC(N)=O)n1CCc1ccccc1,-4,1,-12,0,1.7,x,-9,5,-4,-10
CN(C)c1ccc(/C=N/NC(=O)c2cccc(C(=O)N/N=C/c3ccc(N(C)C)cc3)n2)cc1,-7,7,9,0,-0.8,25,-20,9,-6,-6
Cc1ccccc1OCCCC(=O)Nc1ccccc1C(F)(F)F,-12,-1,-18,4,-0.3,0,16,1,-5,-4
COc1cc(C(C(=O)NCC2CCCO2)N(C(=O)Cn2nnc3ccccc32)c2ccc(C(C)=O)cc2)ccc1O (stereo not drawn),-5,5,5,-2,-2.6,10,x,-2,-5,-2
c1ccc(-c2nc(NC3CC3)nc(-n3ccnc3)n2)cc1,-12,x,-4,-3,0.6,x,52,4,-2,-4

# Four of these compounds in another layout.
SMILES | PvdQ acylase | Wnt bcat act | HTR5A inv ctr | NSD2 inh | CDK5 inh | MITF act | SR-BI DiI inh | HTR5A ag | dFosB activator | V-ATPase pHluor
COc1ccc(CN2CCCC(C(=O)N(C)Cc3ccccc3)C2)cc1OC (stereo not drawn) | -2 | -2 | -31 | 0 | -0.2 | 9 | 5 | 1 | 4 | -3
COc1cc(C2CC(=O)Oc3cc(O)ccc32)cc(OC)c1OC (stereo not drawn) | 0 | 0 | -4 | x | 0.7 | 2 | -9 | 1 | 0 | 1
Cc1cc(C(=O)Nc2cccc(S(=O)(=O)N3CCCC3)c2)c2ccccc2n1 | 5 | 5 | 7 | -2 | 1.3 | x | 38 | -3 | -17 | -2
NC1=NC(=Nc2cccc(S(=O)(=O)N3CCOCC3)c2)c2ccccc21 | -11 | 1 | 10 | -5 | 1.5 | -14 | 4 | -4 | -3 | 2

# Other entries.
SMILES,PvdQ acylase,Wnt bcat act,HTR5A inv ctr,NSD2 inh,CDK5 inh,MITF act,SR-BI DiI inh,HTR5A ag,dFosB activator,V-ATPase pHluor
Oc1cc(Nc2ccncc2)cc2cccnc12,-16,2,-7,x,0.6,-24,-8,0,5,4
Cc1noc(C)c1S(=O)(=O)N1CCC2(CC1)OCCO2,-9,0,21,-2,-0.3,-2,-10,2,-3,1
CCc1occc(=O)c1Oc1cc(NN2CCCCC2)c([N+](=O)[O-])cc1[N+](=O)[O-],-4,1,13,x,0.7,10,0,4,-1,0
COc1cccc(CC2(CO)CCCN(Cc3cc4ccccc4[nH]3)C2)c1 (stereo not drawn),-10,0,8,4,0.5,-18,18,-3,8,-2
O=C(NCCNc1nccc(C(F)(F)F)n1)c1cccc(C(F)(F)F)c1,-13,0,-16,-2,0.4,4,-15,6,-10,2
O=C(CCc1nc(-c2ccccc2)no1)NCCc1ccccc1,-8,x,-15,3,0.1,-2,-7,-5,-8,1
COc1ccc(C2CC(c3ccc(OC)c(OC)c3)=NN2C(=O)c2ccccc2)cc1 (stereo not drawn),-10,3,6,-1,-1.3,10,2,-2,-25,1
CCC(C)/C(C)=N/Nc1ccc(S(N)(=O)=O)cc1[N+](=O)[O-] (stereo not drawn),0,1,3,14,0.9,-4,-16,-1,-2,-2
O=C(c1cc(-c2ccccc2)nn1-c1ccccc1)N1CCN(S(=O)(=O)c2ccc(F)cc2)CC1,0,-2,-18,1,-0.1,-18,-20,7,-4,3
O=C(CC1C(=O)NCCN1Cc1ccc(F)cc1Cl)NCc1ccon1 (stereo not drawn),-16,0,3,1,0.3,-8,-25,0,1,-1
COc1cc2c(cc1OC)C(c1ccccc1O)NCC2 (stereo not drawn),-15,0,5,-2,-0.5,0,1,-3,1,1
Cc1ccc(C(=O)Oc2cccc(NC(=O)c3cccs3)c2)cc1S(=O)(=O)N1CCOCC1,-5,-1,-6,1,1.3,18,52,0,-12,5
Cc1cc(C)c(S(=O)(=O)N2CCCC2=O)c(C)c1,-13,-15,2,-1,1.6,-2,-18,-1,8,-2
C=CCN(c1ccccc1)S(=O)(=O)c1ccc2c(c1)oc(=O)n2C,-17,1,-3,x,-1.9,x,-18,2,-7,-1
COc1cccc(C(=O)N2CCN(Cc3ccccc3[N+](=O)[O-])CC2)c1,9,-1,5,1,0.9,14,-21,-2,-4,6
Cc1ccn2cc(-c3cccc(NC(=O)CCC(=O)O)c3)nc2c1,-6,0,4,-1,5.2,x,-7,-1,-6,4
O=C(/C=C/c1ccc2c(c1)OCO2)Nc1nc2ccccc2s1,14,8,4,0,-0.2,37,36,3,19*,-3
CC/C(=N\NC(N)=O)c1ccc(OC(F)F)cc1,-9,2,1,-1,-1.8,0,-14,0,3,7
